# mcGAS inh: mouse cGAS inhibition by luminescence; hit rate 0.15% among 160,000; Q8C6L5; inhibition, % at 12.5 µM; recombinant cGAS, Kinase-Glo ATP depletion luminescence;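 also: 0% = negative control wells and 100% = reference inhibitor with no enzyme activity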
# hcGAS lum: human cGAS inhibition; Q8N884; recombinant h-cGAS, ATP depletion, Kinase-Glo luminescence; inhibition, % at 12.5 µM; hit rate 0.081% among 290,000; AID 1259398;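 also: 0% = vehicle reaction and 100% = reaction without DNA for no activity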
# Target sequence (Q8N884 whole entry, looked up): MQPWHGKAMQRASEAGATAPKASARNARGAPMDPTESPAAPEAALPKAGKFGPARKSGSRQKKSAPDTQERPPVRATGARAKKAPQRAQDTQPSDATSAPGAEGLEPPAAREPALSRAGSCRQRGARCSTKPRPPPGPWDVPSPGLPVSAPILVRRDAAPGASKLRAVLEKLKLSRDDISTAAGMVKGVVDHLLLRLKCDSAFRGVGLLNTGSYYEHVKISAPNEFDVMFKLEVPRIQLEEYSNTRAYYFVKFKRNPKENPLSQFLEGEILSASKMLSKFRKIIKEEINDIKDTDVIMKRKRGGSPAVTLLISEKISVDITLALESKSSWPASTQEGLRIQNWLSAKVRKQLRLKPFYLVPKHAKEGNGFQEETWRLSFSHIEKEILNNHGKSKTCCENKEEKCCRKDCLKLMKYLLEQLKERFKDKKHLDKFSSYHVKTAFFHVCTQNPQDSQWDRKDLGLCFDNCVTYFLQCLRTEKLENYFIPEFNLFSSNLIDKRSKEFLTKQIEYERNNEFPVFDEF
# NPYLR7 ag: activates Aedes aegypti NPYLR7 receptor. HEK293T NPYLR7/Galpha15, GCaMP6s calcium fluorescence. activation, % at 10 µM. hit rate 0.15% among 270,000; in the data active = activation above about 40%;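 also: 0% = vehicle and 100% = reference agonist at the receptor; some compounds past the cut are filed as inactive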
# * = called active by the depositor; · = not tested or not shown; & = joins results of further samples. Rule as the data show it, unless noted: active = inhibition above about 40%; inactive = the rest. The order is random. Share with any hit: about 0.27%.
# Under each structure – mcGAS inh, hcGAS lum, NPYLR7 ag
- CCCCN(CCc1nc(-c2cccc([N+](=O)[O-])c2)no1)CC(O)CN1CCOCC1 (stereo unspecified)
    -6, -10, 6
- COCCc1nc(C2CCN(C3CCCCC3)CC2)n[nH]1
    -4, -8, ·
- Cc1cccc(CSc2nc3c(c(=O)n2CCc2ccccc2)SCC3)c1
    -6, -4, 4
- CC(C)(C)c1ccc(C(=O)NC(=O)CCn2cnc(C#N)n2)cc1
    -6, -1, 5
- C#CC(C)(O)C1CC2CC1C1ON=C(C(N)=O)C21 (stereo unspecified)
    ·, -5, -4
- O=c1[nH]c(=S)c2c(n1Cc1ccccc1)CCCC2
    -4, -4, -1
- CCN1CC2CCCC3(C1)C(=O)NC1(CCCCC1)N=C23 (stereo unspecified)
    ·, -3, 3
- Cc1noc(C)c1CC(=O)NCC(C)c1ccccc1 (stereo unspecified)
    ·, -8, -9
- CCc1ncc(C(=O)N2CCN(C)c3cc(F)ccc32)[nH]1
    ·, -7, 2
- CCCn1cc(C(=O)N2CCC3(CCOCC3)CC2)c(C)n1
    -5, -11, ·
- c1ccc2c(c1)oc1c(N3CCCCCC3)ncnc12
    ·, -3, 6
- CC(=O)c1cc(C(=O)N2CC(C)Sc3ccccc32)n(C)c1 (stereo unspecified)
    -16, -16, 2
- COCCn1c(C)cn2c3c(=O)n(Cc4c(Cl)cccc4Cl)c(=O)n(C)c3nc12
    -6, 2, 0
- CCOCCc1nc(CCc2ccccc2)nn1-c1ccccn1
    ·, -2, 3
- C=CCNC(=O)CSC(C)c1cccs1 (stereo unspecified)
    ·, -17, 0
- CC(C)c1csc(C2CCCN(Cc3nnc(C(C)C)o3)C2)n1 (stereo unspecified)
    ·, -4, 0
- CC(C)Oc1ccc(C(=O)CN2C(=O)c3ccccc3S2(=O)=O)cc1
    -15, -8, 18
- CC(NC(=O)c1cccc(Cl)c1Cl)c1cccs1 (stereo unspecified)
    -6, -5, 2
- CCOC(=O)C1CCCN(C(=O)c2c(C)nn(Cc3ccccc3)c2C)C1 (stereo unspecified)
    -5, -2, ·
- CCc1cc(=O)[nH]c(-n2nc(C)cc2NC(=O)c2cc(Cl)ccc2OC)n1
    -5, -4, 12
- Cc1cc(OCC2c3ccsc3CCN2C(=O)CN(Cc2ccco2)C(=O)c2cccs2)ccc1Cl (stereo unspecified)
    -3, -3, 1
- COc1cccc(N=c2scc(-c3ccccc3)n2-c2ccc(S(N)(=O)=O)cc2)c1
    -2, -7, -5
- CCCc1nc(-c2ccccc2)c(-c2ccc(OC)c(OC)c2)c(=O)[nH]1
    ·, 4, -6
- Cn1ccnc1C(NC(=O)c1cn[nH]c1-c1cccc(F)c1)C1CC1 (stereo unspecified)
    -10, -2, 10
- COCCN(CC(=O)N(CCc1c[nH]c2ccccc12)Cc1ccc(OC)c(OC)c1)C(=O)NC12CC3CC(CC(C3)C1)C2
    -5, -4, 9
- C=CCn1c(=O)c2c(nc3n2CCN3c2ccc(OCC)cc2)n(C)c1=O
    -9, -8, ·
- CC(OC(=O)c1cc(Br)ccc1F)C(=O)N1C(C)CCCC1C (stereo unspecified)
    ·, 0, -6
- Cc1cc(CNC(=O)c2ccc[nH]2)ccc1Oc1ccc(F)cc1
    -17, -8, 2
- CN1CC[C@H](N(Cc2ccccc2)C(=O)Cc2ccc(F)cc2)C[C@H](O)C1
    -6, 6, 0
- O=C(Nc1ccccc1)c1nn(-c2ccccc2F)c(=O)n(Cc2ccc(C(F)(F)F)cc2)c1=O
    -4, -4, 15
- CCN(CCN1CCOCC1)Cc1ncc[nH]1
    ·, -6, 8
- CCSCCOC(=O)C1=C(C)NC2=C(C(=O)CC(c3ccc(Cl)cc3)C2)C1c1ccc(N(C)C)cc1 (stereo unspecified)
    -8, -6, 0
- O=S(=O)(NC1CCN(Cc2ccccc2F)CC1)c1ccc2c(c1)CCC2
    ·, -3, -1
- Cn1cc(C#N)cc1C(=O)N1CC(C)(C)Sc2ccccc21
    ·, -3, 1
- CC(C)c1nnc(CN(C)C(C)c2cccc(O)c2)o1 (stereo unspecified)
    -7, -10, 11
- Cc1cc(=O)n(CC(=O)Nc2ccc([N+](=O)[O-])cc2)c(-n2nc(C)cc2C)n1
    -4, 0, 2
- COc1ccc(OCCNC(=O)C2(C)CCN2CCOc2ccc(C)cc2)cc1 (stereo unspecified)
    ·, 0, 5
- Cc1cccc(NC(=O)CSc2nc3[nH]ncc3c(=O)[nH]2)c1
    ·, 2, 0
- CCCCC(=O)Oc1c(S(=O)(=O)c2ccccc2)c(C)nn1C(C)(C)C
    2, 10, 2
- COC(=O)c1ccc(C(=O)NCc2ccc(-c3ncc(-c4ccc(N5CCOCC5)cc4)[nH]3)cc2)cc1
    ·, -5, 22

# By substructure, the compounds so far with a tert-butyl group (two)
# Under each structure – mcGAS inh, hcGAS lum, NPYLR7 ag
- CC(C)(C)c1ccc(C(=O)NC(=O)CCn2cnc(C#N)n2)cc1
    -6, -1, 5
- CCCCC(=O)Oc1c(S(=O)(=O)c2ccccc2)c(C)nn1C(C)(C)C
    2, 10, 2

# Carrying on:
# Under each structure – mcGAS inh, hcGAS lum, NPYLR7 ag
- CC(C)(C(=O)NCCN1CCN(c2ncccn2)CC1)c1ccccc1
    ·, 0, -1
- Cc1ccc2nc(-c3ccncc3)cc(-c3ccccc3)c2c1
    -3, -2, 13
- Cc1cc(F)cc(S(=O)(=O)NC(=O)c2c(C)noc2C)c1
    ·, 2, 4
- O=C(NCCc1ccccn1)C(C1CCCC1)N1CCN(C(=O)CCc2ccccc2)CC1 (stereo unspecified)
    -5, -5, -6
- CSc1ccc(C(=O)CC(C)(C)C(=O)NCCCc2ccccc2)cc1
    -6, -5, -9
- CC12CC3(C(=O)Nc4cccc(Cl)c4Cl)C1CCC23C (stereo unspecified)
    ·, -4, 3
- O=c1oc2cc(Oc3cnn(-c4ccccc4)c(=O)c3Cl)ccc2c2c1CCC2
    ·, 3, 5
- COc1ccc(-c2csc(=NCCCN3CCOCC3)n2NC(=O)C(C)Oc2ccc(Cl)cc2C)cc1 (stereo unspecified)
    ·, -7, -6
- Fc1cccnc1COc1ccc2c(C3CC3)noc2n1
    -8, -8, -3
- COc1ccc(NC(=O)C(C)Sc2nnc(C3CC3)n2C2CC2)cc1 (stereo unspecified)
    ·, -11, 0
- Cc1cccn2c(=O)nc(SCC(=O)c3ccccc3)nc12
    ·, -6, 4
- CC(=O)Oc1ccccc1C(=O)N1CCC(CCc2ccccc2)CC1
    1, 0, 1
- Cc1ccn2c(NC(=O)C3CCCC3)c(-c3ccc(Cl)cc3)nc2c1
    -1, 3, -2
- O=C(Nc1cccc(Cl)c1Cl)c1csc(-c2cccs2)n1
    ·, -5, -2
- CN1CCC(C(=O)C(C#N)c2ncc(C(F)(F)F)cc2Cl)CC1=O (stereo unspecified)
    ·, 4, 2
- COc1cccc(Cc2nsc(N3CCCC(C(=O)NCCc4ccc(Cl)cc4Cl)C3)n2)c1 (stereo unspecified)
    -5, -3, 17
- CC1(C(=O)NS(=O)(=O)c2cccc(C#N)c2)CCN1C(=O)C/C=C/c1ccccc1 (stereo unspecified)
    ·, -7, 2
- CCCCN(CC(=O)N(CCc1ccc(OC)c(OC)c1)Cc1ccc(C)o1)C(=O)Nc1cccc(F)c1
    -7, -8, -2
- O=C1C=CC(=O)N1c1ccccc1Br
    -1, 0, -2
- CCn1c(SCC(=O)N2CC(C)OC(C)C2)nc2c([nH]c3ccccc32)c1=O (stereo unspecified)
    -7, 5, 5

# Three records drawn at random from those above, as already listed:
# Under each structure – mcGAS inh, hcGAS lum, NPYLR7 ag
- CCOC(=O)C1CCCN(C(=O)c2c(C)nn(Cc3ccccc3)c2C)C1 (stereo unspecified)
    -5, -2, ·
- CN1CC[C@H](N(Cc2ccccc2)C(=O)Cc2ccc(F)cc2)C[C@H](O)C1
    -6, 6, 0
- COCCN(CC(=O)N(CCc1c[nH]c2ccccc12)Cc1ccc(OC)c(OC)c1)C(=O)NC12CC3CC(CC(C3)C1)C2
    -5, -4, 9

# (list continues)
# Under each structure – mcGAS inh, hcGAS lum, NPYLR7 ag
- CCOc1ccc(C2CC(c3ccc(C)cc3C)=NN2C(=O)CN2CCN(c3ccccc3F)CC2)cc1 (stereo unspecified)
    -5, -6, 12
- COc1ccc2oc(=Nc3ccccc3C(N)=O)c(C(N)=O)cc2c1
    -5, -2, 26
- Cn1nc(-c2cccc(NC(=O)Nc3cccc(Cl)c3)c2)ccc1=O
    -10, -7, -1
- N#Cc1c(N2CCCC(O)C2)nc(N)c2c(N)nc3c(c12)CC(=O)N3C12CC3CC(CC(C3)C1)C2 (stereo unspecified)
    10, -10, 2
- CCC(C(=O)N(Cc1cc(NC(=O)c2cccc(F)c2)ccc1N(C)C)C1CCCCC1)c1ccccc1 (stereo unspecified)
    -5, 0, 4
- CSCCNC(=O)C1CCC(=O)N(CC2CCCCC2)C1 (stereo unspecified)
    -10, -10, 3
- CCc1nc(C)sc1C(=O)N1CCc2c(nc(C)nc2N2CCCC2)C1
    ·, -6, -2
- COc1cccc(C2c3cccn3CCCN2Cc2cccs2)c1 (stereo unspecified)
    -4, -6, -2
- CCc1cc(-c2nc(N)nc(C(F)(F)F)c2-c2ccc(OC)cc2)c(O)cc1OC
    3, 7, -6
- COC(=O)c1ccc(OCC(=O)NC2CCCC2)cc1
    -5, -1, 0
- O=C(NCCC(=O)N1CCOc2ccccc2C1)c1cccc(F)c1
    ·, -8, 2
- COc1cccc(NC(=O)N2CCN(C(=O)c3cc4ccsc4n3Cc3ccccc3F)CC2C)c1 (stereo unspecified)
    -4, -2, 10
- Cc1ccc(NC(=O)N(CC(=O)N(CCc2c[nH]c3ccccc23)Cc2ccc(F)cc2)C(C)C)cc1
    -6, 0, 26
- O=C(C1CCCC1)N1CCN(c2ccc(-c3ccccn3)nn2)CC1
    ·, 3, -1
- c1ccc(-c2n[nH]c3c2CN(Cc2ccc4c(c2)CCO4)CC3)cc1
    ·, 1, 7
- COCc1cc(CNC(=O)COc2c(C)ccc(C)c2C)[nH]n1
    -10, -5, 3
- Cc1ccc(S(=O)(=O)N(CC(=O)NC2CCCCC2)C(=O)N2CCN(C)CC2)cc1
    -10, -7, -4
- CCS(=O)(=O)c1ccc(O)c(N=Cc2ccc[nH]2)c1
    -8, -8, 8
- CSCC(=O)N(C)CC1CCCN(CCc2ccc(Cl)cc2)C1 (stereo unspecified)
    ·, -6, 20
- CC1Oc2ccccc2OC1C(=O)N(Cc1ccco1)c1ccccc1F (stereo unspecified)
    ·, 2, 1
- O=C(CCCCCl)NCC1Cc2cc(F)ccc2O1 (stereo unspecified)
    3, 2, 1
- CCCCN(C)C(=O)C(C)n1nc(CC)n2c(cc3occc32)c1=O (stereo unspecified)
    -5, -3, 7
- CC(C)(C)c1nnc2sc(SCc3cc([N+](=O)[O-])cc4c3OCOC4)nn2c1=O
    ·, -13, 19
- CC1(C)Cc2nc3sc4c(c3cc2CO1)N=CN1CCCN=C41
    -3, -2, 6
- CN(C)CCn1ccc(NC(=O)CCN2C(=O)c3ccccc3N3C(=O)CCC23C)n1 (stereo unspecified)
    ·, -3, 2
- Cc1ccc(C(=NC(=O)NCc2ccco2)C(Cl)Cl)cc1F
    ·, -5, 8
- CN1C(=CC#N)N(C)c2ccccc21
    ·, -6, 4
- Cc1cc(C)n(-c2nc3c(c(=O)n2CC(=O)N2CCCCCC2)CCC3)n1
    -6, -3, ·
- NC(COCc1ccccc1)c1csc(Nc2cc(NCCCO)ncn2)n1 (stereo unspecified)
    -7, -7, -3
- CC(C)=CC(=O)N1CCCN(CC(C)C)CC1
    ·, -5, 5
- COCCn1c(C)cc(O)c(C(c2ccncc2)N2CCN(C)CC2)c1=O (stereo unspecified)
    ·, -9, 6
- O=C(NCc1ccco1)c1n[nH]nc1Nc1cccc(F)c1
    -3, -2, ·
- Cc1nc(N2CCNCC2)c2c3c(sc2n1)CCCC3
    ·, 0, -2
- Cc1ccc(CN(c2cccc(C#N)c2)S(C)(=O)=O)cc1
    ·, -7, -3
- CCOC(=O)N1CCN(Cc2c(C(=O)N3CCOCC3)nc3ccccn23)CC1
    ·, 4, 0
- O=C(CS(=O)(=O)Cc1ccc(F)cc1Cl)NCCOc1ccccc1
    ·, 1, -4
- COc1ccc2ccccc2c1CNc1cncc(Cl)n1
    ·, -8, 9
- CCOc1cccc2cc(-c3csc(NC(C)=O)n3)c(=O)oc12
    -5, -5, 0
- Cc1cccc2[nH]c(COCC(=O)N3CCCC3C(=O)N(C)C)nc12 (stereo unspecified)
    ·, -7, 4
- Cc1c(C(=O)N2CCN(CC(=O)Nc3ccccc3C(F)(F)F)CC2)sc2cccc(F)c12
    ·, -9, -2
- CCN(CC)S(=O)(=O)c1ccc2c(c1)nc(SCc1cccc(C)c1F)n2C(C)C
    -6, -5, 3
- COCCNC(=O)c1cc2n(n1)CCN(Cc1c(F)cccc1Cl)C2=O
    -4, -5, -11
- Cc1ccn2c(NC(=O)CC(C)C)c(-c3cccc(F)c3)nc2c1
    -7, -4, -6
- CSc1cccc(C(=O)N(Cc2cccnc2)c2nc3ccc(S(C)(=O)=O)cc3s2)c1
    -8, -7, -17
- Cc1ccc(-c2nnc(C(C)N3CCN(CCO)CC3)o2)cc1 (stereo unspecified)
    -1, 2, 4
- C#CCn1c(=NC(=O)c2ccccc2S(C)(=O)=O)sc2cc(F)cc(F)c21
    ·, -12, 2
- CCOc1ccc(CN2CCN(Cc3cc4c(cc3Cl)OCO4)CC2CCO)cc1 (stereo unspecified)
    ·, -6, 0
- CCOCCn1c(=NC(=O)c2ccnn2C)sc2cc(OC)ccc21
    -8, -5, ·
- O=C(NCCc1cscn1)C1CCN(C(=O)CC2CCCC2)CC1
    -1, 1, ·
- CCc1nc2ccc(C(=O)N(C)C(C)C)cn2c1N(C)C(=O)Nc1ccccc1OC
    -3, -5, -5
- Cc1nnc(NC(=O)C(C)(C)C)s1
    -4, -3&1, 4&7

# Screening results as filed in PubChem.
